High-throughput results (PubChem BioAssay)
KCNQ1 inh – inhibitors of human KCNQ1 channel, primary screen, cell-based, thallium flux, high-throughput | Potassium voltage-gated channel subfamily KQT member 1 (Homo sapiens), P51787 | CHO-K1 KCNQ1, FluxOR thallium flux fluorescence; stronger effect = higher value | B-score at 10 µM | 310,000 tested, 1.3% active;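 active = compounds whose thallium flux B-score, printed positive for inhibition, exceeds three library SD while starting fluorescence stays within three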;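 note: channel opened by potassium depolarization with thallium stimulus after 20 min compound exposure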
KCNK3 block – human KCNK3 channel inhibitors, primary screen, CHO cells, FluxOR thallium flux, B-score; B-score at 10 µM; FluxOR fluorescence; stronger effect = lower value; Potassium channel subfamily K member 3 (Homo sapiens), O14649; 340,000 tested, 0.84% active;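 active = B-score under library mean minus 4 SD, starting fluorescence ratio at most library mean plus 5 SD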;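 note: more negative B-score means stronger inhibition of thallium flux through KCNK3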
Target sequence (O14649 whole entry, looked up): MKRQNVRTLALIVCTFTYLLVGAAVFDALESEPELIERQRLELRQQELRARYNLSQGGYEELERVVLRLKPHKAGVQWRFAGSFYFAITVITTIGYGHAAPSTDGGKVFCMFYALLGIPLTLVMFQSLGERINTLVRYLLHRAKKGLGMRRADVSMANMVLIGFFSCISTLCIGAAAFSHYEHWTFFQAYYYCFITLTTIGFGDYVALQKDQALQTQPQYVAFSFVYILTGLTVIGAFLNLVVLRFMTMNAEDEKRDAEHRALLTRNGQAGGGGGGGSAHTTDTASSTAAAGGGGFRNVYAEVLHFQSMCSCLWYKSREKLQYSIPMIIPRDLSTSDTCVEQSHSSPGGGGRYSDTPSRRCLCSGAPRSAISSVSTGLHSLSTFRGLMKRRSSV
KCNK9 inh – KCNK9 potassium channel inhibitors, primary screen, HEK293 cells, thallium flux; Potassium channel subfamily K member 9 (Homo sapiens), Q9NPC2; FluxOR thallium flux fluorescence; stronger effect = lower value; B-score at 10 µM; 310,000 tested, 1.2% active;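 active = ratio B-score over 3 SD below the library mean, with starting fluorescence within 5 SD of its mean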;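 note: negative B-score means less thallium flux so channel inhibition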
Target sequence (Q9NPC2 whole entry, looked up): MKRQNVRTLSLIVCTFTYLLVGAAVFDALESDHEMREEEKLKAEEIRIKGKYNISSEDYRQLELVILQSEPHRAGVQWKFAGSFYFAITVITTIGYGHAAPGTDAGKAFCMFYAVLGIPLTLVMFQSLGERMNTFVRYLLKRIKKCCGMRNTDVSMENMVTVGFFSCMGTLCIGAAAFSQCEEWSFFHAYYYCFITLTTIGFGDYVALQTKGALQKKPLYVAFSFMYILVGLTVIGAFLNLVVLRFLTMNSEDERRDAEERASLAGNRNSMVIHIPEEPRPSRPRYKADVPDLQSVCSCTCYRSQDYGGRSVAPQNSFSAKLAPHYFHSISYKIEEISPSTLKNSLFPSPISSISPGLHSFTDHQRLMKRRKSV
PolyA inh – polyadenylation inhibitors in yeast reporter cells, primary screen, luminescence, S. cerevisiae | S. cerevisiae SKY197-pL101 polyadenylation reporter, beta-gal luminescence; efflux-impaired pdr1/pdr3 knockout yeast; score 100 = 6 SD above DMSO | calls only at 12 µM | 300,000 tested, 0.02% active;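 active = lowest replicate activity score at least 50, where 100 means six control SD above control mean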;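 note: yeast exposed to compound for 9 h at 30 °C; higher score means more reporter readthrough which indicates perturbed polyadenylation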
hERG protect – hERG rescue from dofetilide block, primary screen, cell-based, CHO-hERG, FluxOR thallium flux, dofetilide IC70. dofetilide IC70 present. activation (rescue from dofetilide block), less the hit threshold, % at 10 µM. 310,000 tested, 0.51% active. AID 1511, 2009;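 active = activation above the mean of controls blocked by dofetilide plus 5 SD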;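 note: thallium influx through hERG after potassium depolarization seen as dye fluorescence rise; in these data hits start at about 4.7%; inactives centre near -7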
TRPC4 act – activators of mouse TRPC4 channel, primary screen, Fluo4 calcium, HEK293 TRPC4beta/mu-opioid cells | Fluo4 calcium fluorescence; stronger effect = higher value | B-score at 10 µM | 310,000 tested, 0.49% active | AID 2237, 2010;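 active = B-score above 5 SD of library B-scores, and initial fluorescence ratio not above library mean plus 5 SD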;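 note: positive B-score marks a calcium rise read as TRPC4 activation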
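Assay system: HEK293 cells stably co-expressing mouse TRPC4beta and mu-opioid receptor / Timing: Fluo4 dye loading 45 min at room temperature, 110 s recording / Signal: Fluo4 calcium-sensitive dye fluorescence, kinetic, 1 Hz baseline / Read-out: integrated baseline-normalised fluorescence ratio, converted to per-well B score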
Dyrk1A ADPGlo – rat Dyrk1A kinase inhibitors, primary screen, biochemical, single point, plate reader | Dual specificity tyrosine-phosphorylation-regulated kinase 1A (Rattus norvegicus), Q63470 | ADP-Glo luminescence, NFATc1 peptide | inhibition, % at 12.5 µM | 310,000 tested, 0.43% active | AID 504441, 2011; in the data active = inhibition above about 50%;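 note: plate controls were vehicle with enzyme for no effect and no enzyme for full effect; many of its hits are not listed in these tables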
TRPC4 PAM – positive allosteric modulators of TRPC4, primary screen, cell-based, mouse TRPC4beta, HEK293 mu-opioid, Fluo-4 calcium; Short transient receptor potential channel 4 (Mus musculus), Q9QUQ5; DAMGO EC20, Fluo-4 Ca2+ flux; stronger effect = higher value; B-score at 10 µM; 310,000 tested, 0.42% active; AID 2227, 2009;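 active = B-score of calcium response area above 5 SD of library B-scores, with initial fluorescence ratio within 5 SD of library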;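 note: B-score of integrated fluorescence ratio over time as area under calcium response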
Platelet DG rel – inhibitors of platelet dense granule secretion, primary screen, cell-based, MLPCN, human platelets. human platelet-rich plasma, SFLLRN dense granule ATP release, luminescence. 300,000 tested, 0.22% active. inhibition, %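 (compounds screened at 7.5 µM in platelet-rich plasma)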;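 active = mean replicate score, as percent of positive control, at or above 50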
TRPC4 block – inhibitors of mouse TRPC4 channel, primary screen, Fluo4 calcium, HEK293 TRPC4beta/mu-opioid cells; AID 2247, 2010; DAMGO-evoked Fluo4 calcium flux; stronger effect = lower value; 300,000 tested, 0.39% active; B-score at 10 µM;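 active = B-score over 3 SD under the library average, no early fluorescence shift, positive overall ratio signal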
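Assay system: TRPC4beta/mu-opioid receptor HEK293 cell line; compound dosing: single concentration per test compound; detection: Fluo4 Ca2+ flux fluorescence; evaluation: per-well B score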
KCNQ1 act – potentiators or activators of KCNQ1 channel, primary screen, cell-based, thallium flux, high-throughput | Potassium voltage-gated channel subfamily KQT member 1 (Homo sapiens), P51787 | CHO-K1 KCNQ1, thallium flux FluxOR fluorescence; stronger effect = higher value | B-score at 10 µM | 310,000 tested, 0.35% active;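 active = fluorescence ratio B-score, a plate-corrected score, at least three library SD, with initial intensity B-score within 5 SD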
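Doses: Single concentration per compound, DMSO matched to controls | Test system: KCNQ1-transfected CHO-K1 cells | Timing: 90 min dye loading and 20 min compound exposure, both at room temperature | Measured by: Kinetic FluxOR thallium fluorescence, 10-s 1-Hz baseline, 110-s post-stimulus read | Medium: Assay buffer with matched DMSO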
Numbers without * were called inactive; i = inactive; . = not tested or not shown. Some of the compounds tested; rates above refer to the full screens.

| smiles | KCNQ1 inh | KCNK3 block | KCNK9 inh | PolyA inh | hERG protect | TRPC4 act | Dyrk1A ADPGlo | TRPC4 PAM | Platelet DG rel | TRPC4 block | KCNQ1 act |
| --- | --- | --- | --- | --- | --- | --- | --- | --- | --- | --- | --- |
| CN(C(=O)c1ccncc1)C1CCCCC1 | i | i | i | i | -2 | i | -1 | i | 8 | i | i |
| O=C1c2ccccc2C(=O)N1c1ccc(Br)c2cccnc12 | i | i | i | i | -9 | i | 3 | i | -5 | i | i |
| S=C(NCCc1ccccc1)Nc1ccc(Nc2ccccc2)cc1 | i | -9.3* | i | i | -7 | i | 1 | i | -5 | i | i |
| CCOC(=O)c1ccccc1NC(=O)/C=C/c1cc(OC)c(OC)c(OC)c1 | i | i | i | i | -8 | i | -1 | i | -1 | i | i |
| CCOC(=O)Cc1csc(SCC(=O)/C(C#N)=C(\C)N)n1 | i | i | i | i | -12 | i | 7 | i | 5 | i | i |
| CCOc1ccc(OCC)c(S(=O)(=O)NC2CC(C)(C)NC(C)(C)C2)c1 | i | i | i | i | -5 | i | . | i | -9 | i | i |
| Clc1ncccc1-c1nc2ccccc2s1 | i | i | i | i | 0 | i | 0 | i | -2 | i | i |
| O=C(c1sc(N2CCOCC2)nc1-c1ccccc1)N1CCCCC1 | i | i | i | i | -9 | i | -5 | i | 13 | i | i |
| CCC(C)C(=O)N1c2ccccc2C(=C2SC(C(=O)OC)=C(C(=O)OC)S2)C(=S)C1(C)C (stereo not given) | i | i | i | i | -19 | i | 6 | i | . | i | i |
| Cn1c2ccccc2n2c(=O)c(Cl)c(-c3ccccc3)c(C#N)c12 | i | i | i | i | -8 | i | -1 | i | -24 | i | i |
| COCC1=C(C(=O)OC(C)OC(=O)OC(C)C)N2C(=O)[C@@H](NC(=O)/C(=N\OC)c3csc(N)n3)[C@H]2SC1 (stereo not given in full) | i | i | i | i | -7 | i | 14 | i | -8 | i | i |
| O=C(O)C1CCCN(S(=O)(=O)c2ccccc2[N+](=O)[O-])C1 (stereo not given) | i | i | i | i | -6 | i | 3 | i | 0 | i | i |
| CCCN1CCN(C(=O)c2oc3ccccc3c2NC(=O)COc2ccc(OC)cc2)CC1 | i | i | i | i | -9 | i | -1 | i | -11 | i | i |
| Cc1cccc(C)c1N1CCN(c2n[nH]c(N)n2)CC1 | i | i | i | i | -7 | i | -1 | i | -2 | i | i |
| CCn1cc(C(=O)NCC2CCCO2)c(=O)c2cc(S(=O)(=O)N3CCCCCC3)ccc21 (stereo not given) | i | i | i | i | -18 | i | -1 | i | -1 | i | i |
| Nc1c2c(nn1-c1ccc(F)cc1)CSC2 | i | i | i | i | -10 | i | -2 | i | 9 | i | i |
| O=S(=O)(Nc1ccccn1)c1ccc(Cl)cc1 | i | i | i | i | -15 | i | -1 | i | -1 | i | i |
| COC(=O)CN(C#N)c1nc(NC(C)C)nc(NC(C)C)n1 | i | i | i | i | -3 | i | 1 | i | 2 | i | i |
| Cc1ccc2nc(N(CCN(C)C)C(=O)c3ccc4c(c3)OCCO4)sc2c1 | i | i | i | i | -9 | i | 2 | i | -13 | i | i |
| Cc1ccc(S(=O)(=O)N2CC=C(C(=O)NC3CCCC3)CC2)cc1 | i | i | i | i | -4 | i | -1 | i | -4 | i | i |
| O=C(COC(=O)c1ccc(S(=O)(=O)N2CCOCC2)cc1)NC1CCCC1 | i | i | i | i | -7 | i | 5 | i | 3 | i | i |
| Cc1oc(-c2ccc3c(c2)OCCO3)cc1C(=O)NC(CCC(=O)O)C(=O)O (stereo not given) | i | i | i | i | -15 | i | -2 | i | -1 | i | i |
| CCCc1ccc(Oc2cn[nH]c2-c2ccc(O)c(C)c2O)cc1 | i | i | -9.9* | i | -16 | i | -4 | i | 9 | i | i |
| COc1cccc(C(=O)Nc2cccc(C(=O)NC3=NN(c4c(Cl)cc(Cl)cc4Cl)C(=O)C3)c2)c1 | i | i | i | i | -10 | i | -7 | i | -11 | i | i |
| COc1ccc(C(=O)Nc2ccc3c(c2)Cc2ccccc2-3)cc1 | i | i | i | i | -2 | i | . | i | -1 | i | i |
| COc1ccc(CC(=O)N/N=C(\C)CC(=O)Nc2ccc(N(C)C)cc2)cc1OC | i | i | i | i | -5 | i | 4 | i | -21 | i | i |
| COc1cc(NC(=O)C2C3C=CC(C3)C2C(=O)O)c(OC)cc1Cl (stereo not given) | i | i | i | i | 0 | i | 4 | i | 6 | i | i |
| COc1ccc(C)cc1NC(=O)C1CCN(S(=O)(=O)c2ccc3c(c2)C(C)(C)C(=O)N3C)CC1 | i | i | i | i | -8 | i | 2 | i | -12 | i | i |
| COc1ccc(/C=C/C(=O)c2ccc(OC)cc2OC)cc1 | i | i | i | i | -11 | i | 9 | i | -6 | i | i |
| CC(c1n[nH]c(=S)n1-c1ccccc1)N1CCCCC1 (stereo not given) | i | i | i | i | -4 | i | -6 | i | -1 | i | i |
| CCCOc1ccc(OCCCCNC(C)CC)cc1 (stereo not given) | i | i | i | . | -11 | i | 2 | i | 2 | i | i |
| CCOC(=O)c1cc(-c2ccccc2)n(CCC(=O)N2CCN(c3ccc(OC)cc3)CC2)c1C | i | i | i | i | -4 | i | -1 | i | 2 | i | i |
| Cc1nc2ccc(S(=O)(=O)N(C)CC(=O)NCc3ccc(N(C)C)cc3)cc2s1 | i | i | i | i | -12 | i | 1 | i | 3 | i | i |
| CC1Sc2ccc(S(=O)(=O)CCC(=O)N3CCc4ccccc43)cc2NC1=O (stereo not given) | i | i | i | i | -3 | i | 5 | i | 4 | i | i |
| COc1cccc(NC(=O)NC2(C(F)(F)F)Oc3ccccc3O2)c1 | i | i | i | i | -7 | i | 11 | i | -5 | i | i |
| CCOC(=O)c1cccc(NC(=O)CCn2c(=O)oc3ccccc32)c1 | i | i | i | i | -6 | i | -2 | i | 1 | i | i |
| Cn1c(=O)[nH]c(=O)c2c1nc(OC(=O)c1ccccc1)n2CC(O)COc1ccccc1 (stereo not given) | i | i | i | i | -1 | i | 9 | i | -13 | i | i |
| CCOC(=O)c1cnc2c(Cl)cc(Cl)cc2c1NCCCN1CCOCC1 | i | i | i | i | -7 | i | -2 | i | -1 | i | i |
| O=C(CN1CCN(Cc2ccccc2)CC1)NCC1COc2ccccc2O1 (stereo not given) | i | i | i | i | -5 | i | 0 | i | -1 | i | i |
| Clc1ccccc1C1=CC(c2ccco2)n2nnnc2N1 (stereo not given) | i | i | i | i | -8 | i | 2 | i | 0 | i | i |
| COc1cccc(CN2CCN(C(=O)c3ccco3)CC2)c1 | i | i | i | i | -3 | i | 0 | i | 0 | i | i |
| Nc1nnc(SCC(=O)Nc2nccs2)s1 | i | i | i | i | -15 | i | -7 | i | -15 | i | i |
| Cc1ccc(C)c(NS(=O)(=O)c2ccc3c(c2)NC(=O)CO3)c1 | i | i | i | i | -9 | i | -2 | i | 2 | i | i |
| CCOc1ccc2nc(SCC(=O)NCc3ccc(OC)c(OC)c3)[nH]c2c1 | i | i | i | i | -14 | i | -1 | i | -5 | i | i |
| Cc1c(C(=O)N2CCN(Cc3ccc4c(c3)OCO4)CC2)sc2ncnc(N3CCN(c4ccccc4)CC3)c12 | 7* | i | i | i | -17 | i | -3 | i | 4 | i | i |
| CC1=NOC(=O)/C1=C/c1ccc(O)c(Cl)c1 | i | i | i | i | -10 | i | 7 | i | 6 | i | i |
| Cc1nnc2sc(-c3cccc(NC(=O)c4cccnc4)c3)nn12 | i | i | i | i | -13 | i | 24 | i | 6 | i | i |
| Cc1[nH]c2ccccc2c1CCNC(=O)c1ccc2nccnc2c1 | i | i | i | i | -7 | i | -1 | i | -6 | i | i |
| COc1ccc(CCNC(=O)C2CCCN(S(=O)(=O)N3CCCCCC3)C2)cc1OC (stereo not given) | i | i | i | i | -7 | i | -12 | i | -7 | i | i |
| O=C1/C(=C\c2ccc(Br)o2)Cc2ccccc21 | i | i | -9.9* | i | -5 | i | 6 | i | -8 | i | i |
| COc1cccc(-n2nc(C(C)=O)c(=O)[nH]c2=O)c1 | i | i | i | i | 1 | i | 4 | i | -9 | i | i |
| CSc1nnc(CCNC(=O)OC(C)(C)C)o1 | i | i | i | i | -9 | i | 1 | i | 12 | i | i |
| COc1ccc(C2CC(c3ccccc3OC(C)=O)=NN2C(C)=O)cc1 (stereo not given) | i | i | i | i | -4 | i | 8 | i | -4 | i | i |
| CCCCC(=O)Nc1ccc(C(=O)N2CCCC(C(=O)OCC)C2)cc1 (stereo not given) | i | i | i | i | -15 | i | -1 | i | -3 | i | i |
| O=[N+]([O-])c1ccc(/C=[N+](\[O-])CCO)o1 | i | i | i | i | -3 | i | -3 | i | -2 | i | i |
| CCOc1ccccc1NC(=O)NC1(C(=O)NCC2CCCO2)CCCCC1 (stereo not given) | i | i | i | i | -4 | i | 5 | i | -2 | i | i |
| CCC(C)C(NC(N)=O)C(=O)Nc1ccc(OCc2ccccc2)cc1 (stereo not given) | i | i | i | i | -11 | i | -10 | i | 5 | i | i |
| Cc1n[nH]c(=O)nc1NCCc1ccccc1 | i | i | i | i | -12 | i | -5 | i | 8 | i | i |
| COc1cc(NS(=O)(=O)c2ccc(NC(=O)c3ccc(C)o3)cc2)nc(OC)n1 | i | i | i | i | -7 | i | 13 | i | 0 | i | i |
| CSC1=C(C#N)C(C)C2=C(CC(C)(C)CC2=O)N1 (stereo not given) | i | i | i | i | -5 | i | 3 | i | -1 | i | i |
| Cc1nnc(N2CCC(C(=O)NC3CCC(C)CC3)CC2)c2nn(-c3ccc(Cl)cc3)c(C)c12 (stereo not given) | i | i | i | i | -4 | i | 1 | i | -4 | i | i |
| COc1cc(C(=O)Nc2cccc(-c3nncn3C)c2)cc(OC)c1OC | i | i | i | i | -10 | i | 77* | i | 2 | i | i |
